# LYPLA1 counter: counter-screen for PME1 inhibitors: inhibitors of human LYPLA1; recombinant LYPLA1, FP-Rh probe fluorescence polarization; 0.16% of 320,000 active; O75608; inhibition, % at 5.9 µM;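 active means inhibition above the mean of all tested compounds plus 3 SD, set per campaign, cut at about 14% in these data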;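 further: inhibitors block serine hydrolase probe labeling of LYPLA1 so polarization falls; 0% = enzyme with DMSO and 100% = wells lacking LYPLA1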
# Target sequence (O75608 whole entry, looked up): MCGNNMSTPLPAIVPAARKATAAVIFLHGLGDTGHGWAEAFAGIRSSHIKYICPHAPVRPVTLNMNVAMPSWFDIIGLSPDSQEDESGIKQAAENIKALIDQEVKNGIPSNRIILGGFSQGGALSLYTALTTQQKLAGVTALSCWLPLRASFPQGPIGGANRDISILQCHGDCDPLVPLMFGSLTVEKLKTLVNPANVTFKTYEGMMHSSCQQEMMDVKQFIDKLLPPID
# PREPL inh: inhibitors of human prolyl oligopeptidase-like enzyme PREPL. Q4J6C6. inhibition, % at 5.96 µM. 0.68% of 320,000 active. recombinant PREPL, fluorescence polarization activity-based probe; in the data active means inhibition above about 43%;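 further: 0% = enzyme with DMSO and 100% = wells lacking enzyme; many of its hits are not listed in these tables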
# LYPLA2 inh: LYPLA2 (human) inhibition in PME1 counter-screen | O95372 | recombinant LYPLA2, FP-Rh probe fluorescence polarization | inhibition, % at 5.9 µM | 0.38% of 320,000 active | AID 2177;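 active means inhibition above the screen-wide mean plus 3 SD, limit set per campaign, cut at about 26% in these data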;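 further: 0% = LYPLA2 with DMSO and 100% = wells lacking LYPLA2 enzyme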
# Target sequence (O95372 whole entry, looked up): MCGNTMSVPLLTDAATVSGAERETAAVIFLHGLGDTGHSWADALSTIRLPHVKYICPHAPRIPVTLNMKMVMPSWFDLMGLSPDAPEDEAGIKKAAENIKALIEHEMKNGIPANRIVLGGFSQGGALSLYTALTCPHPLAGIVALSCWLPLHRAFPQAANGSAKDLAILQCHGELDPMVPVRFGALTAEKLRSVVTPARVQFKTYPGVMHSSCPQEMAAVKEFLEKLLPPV
# GSTO1 inh: blocks human GSTO1 in RBBP9 counter-screen; P78417; recombinant GSTO1, activity-based probe fluorescence polarization; inhibition, % at 5.96 µM; 1.1% of 300,000 active; AID 1974;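 active means inhibition above the campaign mean inhibition plus 3 SD, cut at about 35% in these data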;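 further: 0% = GSTO1-1 with DMSO and 100% = wells lacking GSTO1-1 enzyme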
# pPAFAH FP inh: inhibitors of human plasma PAF acetylhydrolase (pPAFAH). recombinant pPAFAH, FP-rhodamine probe fluorescence polarization. inhibition, % at 3.39 µM. 1.5% of 330,000 active;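 active means inhibition above the mean inhibition across the screen plus 3 SD, cut at about 25% in these data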;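 further: inhibitors block binding of the rhodamine activity-based probe so polarization drops; 0% = enzyme with DMSO and 100% = wells lacking pPAFAH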
# Target sequence (Q13093 whole entry, looked up): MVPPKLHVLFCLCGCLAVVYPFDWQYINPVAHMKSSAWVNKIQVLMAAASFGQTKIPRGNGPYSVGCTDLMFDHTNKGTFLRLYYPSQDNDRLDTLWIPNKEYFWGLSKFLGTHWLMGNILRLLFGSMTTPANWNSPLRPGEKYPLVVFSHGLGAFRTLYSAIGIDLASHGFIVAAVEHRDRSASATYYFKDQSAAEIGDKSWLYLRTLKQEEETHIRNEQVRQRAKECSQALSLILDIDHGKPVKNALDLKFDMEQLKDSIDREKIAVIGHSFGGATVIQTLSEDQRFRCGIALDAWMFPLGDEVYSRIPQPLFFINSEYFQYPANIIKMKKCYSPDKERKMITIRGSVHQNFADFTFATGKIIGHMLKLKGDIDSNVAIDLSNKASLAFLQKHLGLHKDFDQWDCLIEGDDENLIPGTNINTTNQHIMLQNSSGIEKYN
# PME-1 primary: PME-1 (human) inhibition; Q9Y570; recombinant PME-1, FP-Rh probe fluorescence polarization; inhibition, % at 5.9 µM; 0.53% of 320,000 active;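 active means inhibition above the campaign mean of all compounds plus 3 SD, cut at about 26% in these data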;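 further: competitive labeling of PME-1 active site by serine hydrolase directed probe; 0% = PME-1 with DMSO and 100% = wells lacking PME-1 enzyme; inhibitors block probe labeling so polarization falls and inhibition rises; many of its hits are not listed in these tables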
# PAFAH1B3 FP inh: inhibitors of human PAFAH1B3 | Q15102 | recombinant PAFAH1B3, FP-rhodamine probe, fluorescence polarization | inhibition, % at 3.39 µM | 0.28% of 340,000 active;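 active means inhibition above the screen-wide average of all tested compounds plus 3 SD, cut at about 25% in these data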;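 further: 0% = enzyme with DMSO only and 100% = wells lacking PAFAH1B3 protein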
# PAD4 inh: PAD4 (human) enzyme inhibition; Q9UM07; recombinant PAD4, RCA probe fluorescence polarization; inhibition, % at 6.36 µM; 0.41% of 330,000 active; AID 485272;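 active means percent inhibition above a cutoff equal to the mean of all tested compounds plus 3 SD, cut at about 15% in these data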;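 further: 0% = PAD4 with RCA probe and DMSO and 100% = probe without PAD4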
# PAFAH1B2 inh: blocks human PAF acetylhydrolase 1b catalytic subunit 2 | P68402 | recombinant PAFAH1B2, FP-rhodamine activity probe, fluorescence polarization | inhibition, % at 3.39 µM | 1.2% of 340,000 active | AID 492953;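 active means inhibition above the mean of all tested compounds plus 3 SD, cut at about 24% in these data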;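 further: 0% = enzyme with DMSO and 100% = wells lacking PAFAH1B2; many of its hits are not listed in these tables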
# * hit, by the source's call; . = not tested or not shown.
structure	LYPLA1 counter	PREPL inh	LYPLA2 inh	GSTO1 inh	pPAFAH FP inh	PME-1 primary	PAFAH1B3 FP inh	PAD4 inh	PAFAH1B2 inh
CN(CC(=O)N1CCN(c2ncccn2)CC1)S(=O)(=O)c1ccc(Cl)cc1	-2	4	-2	3	-5	-3	4	-6	4
CCOc1ccc(CCNC(=O)C2CCCN(c3nn4c(=O)cc(C)nc4s3)C2)cc1OCC (centres undefined)	0	0	1	12	0	-8	11	3	2
CN(C)C(CNC(=O)c1ccc2nc[nH]c2c1)c1ccccc1 (centres undefined)	-1	18	-4	-1	-6	-5	-2	-3	7
CCN(CC(=O)NC(C)(C)C)C(=O)CCl	1	-6	5	67*	-1	-8	5	-3	-3
COc1ccccc1NC(=O)CSc1n[nH]c(-c2cccnc2)n1	0	-1	3	-3	-5	9	9	-2	3
O=C(NCCc1ccccc1)C(c1ccccc1F)N(C(=O)c1csnn1)C1CC1 (centres undefined)	8	6	-7	4	4	3	5	1	0
N#Cc1nc(-c2ccco2)oc1NCc1ccc(F)cc1	4	1	4	-10	4	5	9	-6	3
Cn1cnc(S(=O)(=O)NCc2cccs2)c1	-4	0	4	-1	3	-8	5	-5	-2
N#CCCN(C(=O)COC(=O)CNC(=O)C12CC3CC(CC(C3)C1)C2)c1ccccc1	-2	-2	-5	8	22	-1	5	3	16
Cc1nc2nc(SCC(=O)NCCCN3CCCCCC3)nn2c(C)c1Cc1ccccc1	-1	43*	4	5	5	-2	4	3	4
N=C(N)N1CCc2ccccc2C1	3	7	5	3	7	1	.	-4	.
CCOc1ccc(OCC)c(NC(=O)CN(c2ccc(OC)cc2)S(=O)(=O)c2c(C)noc2C)c1	-2	-3	3	2	7	0	-1	-2	2
Cc1cc(C)cc(N/C(N)=N/c2nc(C)cc(C)n2)c1	-3	-6	0	-4	-4	0	1	1	-1
FC(F)(F)c1ccc(Oc2ccc(Cl)cc2Br)nc1	1	14	5	-1	-4	-3	6	-5	0
O=C(O)C1C2C=CC(C2)C1C(=O)NCc1ccc(Cl)cc1Cl (centres undefined)	-1	2	-1	-1	1	4	-1	-5	9

# In a second layout: entries from further up.
O=C(O)C1C2C=CC(C2)C1C(=O)NCc1ccc(Cl)cc1Cl (centres undefined)
  LYPLA1 counter: -1	PREPL inh: 2	LYPLA2 inh: -1	GSTO1 inh: -1	pPAFAH FP inh: 1	PME-1 primary: 4	PAFAH1B3 FP inh: -1	PAD4 inh: -5	PAFAH1B2 inh: 9
N=C(N)N1CCc2ccccc2C1
  LYPLA1 counter: 3	PREPL inh: 7	LYPLA2 inh: 5	GSTO1 inh: 3	pPAFAH FP inh: 7	PME-1 primary: 1	PAFAH1B3 FP inh: .	PAD4 inh: -4	PAFAH1B2 inh: .
COc1ccccc1NC(=O)CSc1n[nH]c(-c2cccnc2)n1
  LYPLA1 counter: 0	PREPL inh: -1	LYPLA2 inh: 3	GSTO1 inh: -3	pPAFAH FP inh: -5	PME-1 primary: 9	PAFAH1B3 FP inh: 9	PAD4 inh: -2	PAFAH1B2 inh: 3
N#Cc1nc(-c2ccco2)oc1NCc1ccc(F)cc1
  LYPLA1 counter: 4	PREPL inh: 1	LYPLA2 inh: 4	GSTO1 inh: -10	pPAFAH FP inh: 4	PME-1 primary: 5	PAFAH1B3 FP inh: 9	PAD4 inh: -6	PAFAH1B2 inh: 3

# The list continues:
structure	LYPLA1 counter	PREPL inh	LYPLA2 inh	GSTO1 inh	pPAFAH FP inh	PME-1 primary	PAFAH1B3 FP inh	PAD4 inh	PAFAH1B2 inh
CCN1C(=O)N[C@@H](c2cccs2)C(C(C)=O)=C1C	0	0	0	1	4	6	-4	4	4
CC1CN(C(=O)c2ccccc2NS(=O)(=O)c2cccc([N+](=O)[O-])c2)CC(C)O1 (centres undefined)	0	2	8	0	8	0	5	-2	4
Cc1ccc(OC(=O)CCC(=O)OCCCC(F)(F)C(F)(F)F)cc1	2	25	4	4	7	0	4	2	-1
COc1ccccc1N(CC(=O)Nc1cccnc1)S(C)(=O)=O	4	5	5	-3	-4	5	-6	-1	2
CNc1nc(SCC(=O)Nc2ccc(Cl)c(Cl)c2)nc(N2CCOCC2)n1	-1	-8	3	-3	-2	4	6	-4	10
CCn1c(SCC(=O)Nc2nc(C)cs2)nnc1C(NC(=O)c1ccccc1Cl)C(C)C (centres undefined)	-1	3	5	0	7	2	3	1	2
O=C(NCCN1CCOCC1)c1ccc(Cl)cc1[N+](=O)[O-]	-3	1	-2	6	2	1	4	-3	-5
O=C(Nc1nccs1)c1cccc(S(=O)(=O)N2CCCCC2)c1	1	2	4	-3	3	-4	6	-3	5
NNc1nc(-c2ccccc2Cl)nc2sc3c(c12)CCCC3	-2	12	-2	-10	2	3	0	-2	7
O=C(c1cccc(N2C(=O)C3C4C=CC(C4)C3C2=O)c1)N1CCN(c2ccc(F)cc2)CC1 (centres undefined)	0	28	0	9	5	-5	2	5	1
Cc1cccc(CC(=O)NCC(=O)NCc2cc(=O)n(C)c(=O)n2C)c1	-5	-10	-5	-1	1	-3	7	1	-1
Cc1ccc[n+](CC(=O)Nc2cc(C(F)(F)F)ccc2N2CCOCC2)c1	3	8	2	-6	4	1	3	-4	1
CCCc1cc(=O)oc2cc(OCC(=O)NCC(O)c3ccccc3)ccc12 (centres undefined)	-1	0	-1	-3	2	2	3	2	5
CCCNS(=O)(=O)c1cc(Br)cc2c1N(C(=O)CC)CC2	-3	0	-4	-1	1	4	4	2	6
O=C1CC(c2ccco2)CC(O)=C1C=Nc1cc(Cl)ccc1Cl (centres undefined)	4	9	0	11	19	-1	1	-1	4

# (further entries)
structure	LYPLA1 counter	PREPL inh	LYPLA2 inh	GSTO1 inh	pPAFAH FP inh	PME-1 primary	PAFAH1B3 FP inh	PAD4 inh	PAFAH1B2 inh
CC1=CS/C(=C(/C#N)C(=O)NCc2ccco2)N1c1ccccc1	0	6	7	6	-2	4	-2	8	-1
Cn1c(=O)n(C)c2cc(NC(=O)COc3ccccc3)ccc21	-1	16	1	0	-2	8	6	-2	8
CCO[C@@H]1OC(C(=O)NCc2ccccc2)=C[C@H](C2CC2)[C@H]1CCCO	-3	0	-3	-1	13	1	3	-5	-3
Cn1cc(CN2CCCCC2c2ccccn2)c(-c2ccc3c(c2)OCCO3)n1 (centres undefined)	-1	-4	3	4	6	6	8	-2	4
CCOc1ccc(C(=O)NCC(=O)NCC2CCCCC2)cc1OCC	0	1	1	1	-1	-2	2	-1	-2
CCOC(=O)C1=CN(Cc2ccc(Br)cc2)S(=O)(=O)N(C)C1C (centres undefined)	.	.	.	.	3	.	9	-4	5
CCOC(=O)c1c(C)[nH]c(C)c1C(=O)CSc1nc(N)cc(N)n1	-1	3	-5	0	-4	-1	5	0	-1
CCc1ccc(-c2nc(CCl)cs2)cc1	0	-3	0	92*	-2	-2	0	1	-5
CC(C)Cn1c(N)c(C(=O)COC(=O)CN2C(=O)C3CC=CCC3C2=O)c(=O)n(C)c1=O (centres undefined)	-4	8	4	5	1	-2	9	0	0
Cc1cccc(C)c1N1C(=O)[C@@H]2C(c3ccccc3Cl)=NO[C@@H]2C1=O	0	-2	8	7	3	-2	-4	-1	11
O=C(CN1C(=O)c2ccccc2S1(=O)=O)c1ccc(Cl)cc1Cl	-1	-13	8	-2	2	1	8	-1	15
COc1ccc(-c2noc(-c3ccccc3C(=O)Nc3cccc(OC)c3)n2)cc1	-25	1	-39	-25	-12	-30	3	-5	-6
CCOc1cc2c(cc1OCC)C(c1ccc(C(=O)O)cc1)NCC2 (centres undefined)	2	-1	1	0	-1	5	18	-1	1
COc1ccc(CCNC(=O)CSc2ccsc2[N+](=O)[O-])c(OC)c1	4	3	9	4	8	0	6	-1	-1
CCOc1ccc(-c2[nH]ncc2-c2ccc(OC)c(OC)c2)c(O)c1	0	2	-5	3	9	1	1	1	0

# More compounds:
# The line under a structure holds: LYPLA1 counter | PREPL inh | LYPLA2 inh | GSTO1 inh | pPAFAH FP inh | PME-1 primary | PAFAH1B3 FP inh | PAD4 inh | PAFAH1B2 inh
COc1ccc(S(=O)(=O)N2CCCC(C(=O)N3CCCC3)C2)cc1OC (centres undefined)
  -3 | 3 | -4 | 2 | 0 | -3 | 5 | 0 | 0
COc1ccc(/C=C(\C#N)C(=O)NCC2CCCO2)cc1OC (centres undefined)
  -1 | -5 | 0 | 5 | 0 | 5 | 1 | 4 | 1
O=C(c1ccc2c(c1)OCCO2)N1CCN(S(=O)(=O)c2c(F)cccc2F)CC1
  1 | 8 | 2 | . | 2 | 3 | -5 | -1 | 3
Cc1cc(OCC(=O)NNC(=O)c2cccs2)ccc1Br
  -1 | 8 | 2 | -3 | 6 | 0 | 9 | 0 | 8
CCC1S/C(=N/N=C/c2cccs2)NC1=O (centres undefined)
  1 | 1 | 1 | -4 | 3 | 4 | 2 | 1 | 4
CCOC(=O)C(Cc1c(F)cccc1F)(NC(C)=O)C(=O)OCC
  -1 | 0 | 2 | -3 | 2 | 7 | 7 | -2 | 2
COC(=O)c1c(-c2ccc(S(C)(=O)=O)cc2)sc2ccc(OC)cc12
  . | 23 | . | . | 3 | . | 0 | 4 | 1
Cc1cccc(CS(=O)(=O)Cc2ccc(C(=O)NCCCN3CCOCC3)o2)c1
  4 | 1 | 9 | 1 | 12 | 9 | 8 | -3 | 3
CCS(=O)(=O)c1ccc(OC)c(N=Nc2ccc(O)c3ncccc23)c1
  -3 | 8 | 7 | 34 | 17 | 1 | 2 | -4 | 7
COc1ccc(NC(=S)N2CCN(c3ccccc3)CC2)c(OC)c1
  1 | 10 | 6 | 2 | 9 | 3 | 1 | -1 | 0

# Next section
# The line under a structure holds: LYPLA1 counter | PREPL inh | LYPLA2 inh | GSTO1 inh | pPAFAH FP inh | PME-1 primary | PAFAH1B3 FP inh | PAD4 inh | PAFAH1B2 inh
CCOC(=O)N1CCN(C(=O)C2CCN(C(=O)c3ccc(C(C)(C)C)cc3)CC2)CC1
  -3 | -8 | 3 | 5 | 5 | -7 | -2 | 1 | 5
COc1ccc(OC(C)C(=O)NCC2CCCO2)cc1 (centres undefined)
  -1 | 0 | 0 | 8 | 0 | 0 | 5 | -1 | 5
NC(C(=O)O)C(c1ccccc1)C(F)F (centres undefined)
  -1 | 25 | -4 | 5 | 3 | -1 | . | -2 | .
O=C(NCC(c1cccs1)N1CCOCC1)c1cc2ccccc2o1 (centres undefined)
  3 | -7 | 4 | 1 | -2 | 6 | 11 | -3 | 6
COc1ccc(Cc2nn[nH]n2)cc1
  1 | 4 | 2 | -2 | -7 | -3 | 4 | -2 | 2
NC(=O)c1ccc(NC(=O)CN2CCN(S(=O)(=O)c3ccc4c(c3)OCCO4)CC2)cc1
  0 | 17 | 3 | . | -3 | -3 | -3 | 2 | -3
O=C(CCCN1C(=O)/C(=C/c2ccccc2Cl)SC1=S)Nc1cccnc1
  -5 | -5 | 4 | 16 | 2 | 10 | -3 | -6 | 5
Cc1c(NS(=O)(=O)c2cc(C(=O)NCc3ccco3)cc(Cl)c2Cl)c(=O)n(-c2ccccc2)n1C
  -4 | 21 | 0 | -2 | -2 | 0 | 4 | -1 | -3

# Source: PubChem (The Scripps Research Institute Molecular Screening Center)

# Some of the compounds tested; rates above refer to the full screens.
